Yeast growth tox – Inhibitors of S. cerevisiae growth, toxicity. growth inhibition, % at 25 µM (by protocol). hit rate 0.3% among 30,000. S. cerevisiae wild-type growth, A595 turbidity, 16 h. AID 685;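 active means mutant and wild-type yeast strains alike exhibit over 30% growth inhibition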;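 further: 0% = untreated cell controls and 100% = YPD media blanks without cells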
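System: S. cerevisiae wild-type or eIF2Bepsilon-R284H mutant strain; times: 16 h growth with compound, 30 °C; signal: absorbance at 595 nm (turbidity); measure: growth inhibition (%) versus cell controls and blanks; compound: 25 µM single dose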
Yeast eIF2B – modulators of yeast eIF2B activity; inhibition, % at 25 µM (by protocol); S. cerevisiae eIF2B-epsilon R284H, GCN4-lacZ luminescence; hit rate 0.91% among 27,000;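 active means mutant luminescence inhibited past about 50% while wild type luminescence and mutant growth stay under set limits, limit read from the data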; further: some compounds called inactive have numbers as strong as hits
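Assay system: yeast eIF2B-epsilon R284H mutant carrying GCN4–beta-galactosidase fusion / Buffer or medium: YPD / Incubation: 16 h growth with compound at 30 °C, 90 min Beta-Glo step / Detection: Beta-Glo luminescence after Z-buffer lysis, growth by 595 nm absorbance / Read-out: % inhibition of reporter signal and growth versus controls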
Yeast growth tox inhibition % – second read-out of Yeast growth tox, no call of its own (marks repeat the call); growth inhibition, %; S. cerevisiae eIF2Bepsilon-R284H mutant growth, A595 turbidity, 16 h;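 each compound tested once at 25 µM; 0% equals untreated cells and 100% equals cell-free medium blanks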
Yeast eIF2B mutant toxicity – also measured in Yeast eIF2B; calls as there; growth inhibition, %; measured here: mutant yeast growth, toxicity;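 each compound tested once at 25 µM; zero equals untreated control growth and 100 equals blank medium absorbance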
* = called active by the depositor; · = no result given.

SMILES	Yeast growth tox	Yeast growth tox inhibition %	Yeast eIF2B	Yeast eIF2B mutant toxicity
Cc1cccc(CN2CCN(C(=O)c3ccccc3F)CC2)c1	·	·	-8	·
CCN1C(=O)/C(=C\N2CCN(c3ccc(F)cc3)CC2)SC1=S	12	0	-82	·
O/N=C(\c1ccc(Cl)cc1)c1ncc(C(F)(F)F)cc1Cl	7	3	13	3
CS(=O)(=O)Nc1ccc(C(=O)Nc2ccccc2C(=O)N2CCCC2)cc1	11	-4	·	·
CCOC(=O)Nc1ccc2c(c1)N(C(=O)CCN1CCN(CCO)CC1)c1ccccc1S2	8	19	-26	19
COc1ccccc1N1CCN(C(=O)CCn2c(=O)[nH]c3ccccc3c2=O)CC1	6	-5	3	-5
O=C(c1ccc(C(=O)N2CCN(c3ccccc3F)CC2)nc1)N1CCN(c2ccccc2F)CC1	11	17	20	17
COC(=O)CSc1nc(N2CCCCC2)c2c(c1C#N)CCCC2	5	-4	-1	-4
CCOc1cc2[nH]c(=O)n(CCc3ccc(OC)c(OC)c3)c(=O)c2cc1OCC	-59	-54	25	-54
Nc1nc(CN2CCN(Cc3ccccc3)CC2)nc(Nc2ccccc2)n1	-10	6	-41	6
COC(=O)CSc1nc2sc(C)c(C)c2c(=O)n1C	-1	-11	15	-11
Cn1c(=O)c2c(nc(NCCCO)n2Cc2cccc(C(F)(F)F)c2)n(C)c1=O	·	·	7	·
O=C(Nc1nnc(SCC(=O)N2CCCCC2)s1)c1cccs1	-7	-21	36	-21
COc1ccc(S(=O)(=O)Nc2nnc(C(C)C)s2)cc1	2	0	10	·
CCN(CC)S(=O)(=O)c1ccc(OCC(=O)NCc2ccccc2)cc1	40	10	-35	10
COc1ccc(OC)c(-n2nnnc2SCC(=O)Nc2ccc(C(=O)N3CCCCC3)cc2)c1	0	-16	23	-16
Cc1nc(N)sc1-c1nnc(SCC(=O)Nc2nccs2)n1C	10	14	-30	14
CCOc1ccccc1-c1nc(-c2ccncc2)no1	-5	-22	15	-22
O=C(c1ccc(N2C(=O)C3CC=C(Cl)CC3C2=O)cc1)N1CCCCC1 (centres undefined)	-17	5	2	5
COC(=O)c1ccc(NC(=O)C23CC4CC(C2)CC(n2cncn2)(C4)C3)cc1	4	0	26	·
Cc1ccc(N2C(=O)C3C(C2=O)C2C=CC3C23CC3)cc1 (centres undefined)	0	8	20	8
NC(=O)C1CCN(c2nc(C3CC3)nc3c2nnn3Cc2ccccc2Cl)CC1	-6	-30	34	-30
COc1ccc(S(=O)(=O)NCc2csc(C)n2)cc1	11	-4	-32	-4
Cc1ccc2cc3c(NC(=O)C4CCCO4)nn(CC(C)C)c3nc2c1 (centres undefined)	-8	-10	-15	-10
N#Cc1c(N2CCCCC2)nc(N)c2c(N)nc3c(c12)CC(c1ccccc1)O3 (centres undefined)	-1	19	7	19

Other compounds follow.
SMILES	Yeast growth tox	Yeast growth tox inhibition %	Yeast eIF2B	Yeast eIF2B mutant toxicity
CCn1c(-c2cccc(Br)c2)n[nH]c1=S	1	-27	-10	-27
CSc1cccc(NC(=O)c2nnn(Cc3ccccc3)c2N)c1	-7	-30	-24	-30
O=P(CO)(Cc1ccccc1)Cc1ccccc1	-8	-25	19	-25
Cc1ccc(CN2C(=O)/C(=C3\SC(N4CCOCC4)=NC3=O)c3cc(Br)ccc32)cc1	-8	-3	36	-3
CC(C)NS(=O)(=O)c1ccc(OCC(=O)Nc2cccc3ccccc23)cc1	0	9	·	·
CCOc1ccc(S(=O)(=O)N(CC(=O)Nc2cc(C)on2)Cc2ccccc2Cl)cc1	-12	6	30	6
O=C(NCCN1CCOCC1)Nc1ccc(Cl)cc1	-10	6	24	6
CCCCn1nnc(NC(=O)CCC)n1	6	7	18	7
Cc1c(C(=O)Nc2ccncc2)oc2c1C(=O)CC(C)(C)C2	44	17	-5	17
COc1ccc(-n2cnc3cc(NS(=O)(=O)c4ccccc4)ccc32)cc1	-6	13	14	13
O=C(CN1CCOCC1)Nc1ccccc1Cl	29	19	11	19
OC1(c2ccccc2F)CCN(Cc2nnc(-c3ccccc3)o2)CC1	10	16	18	16
Cc1ccccc1-n1nc(C(=O)O)c(C)c(C#N)c1=O	31	9	32	9
O=C1SC(SCc2ccccc2)=N/C1=C\c1ccco1	11	-7	28	-7
CCC(=O)Nc1ccc2nc(C)n(CC(=O)Nc3ccccc3)c(=O)c2c1	10	-10	18	-10
CC(C)NC(=O)c1cnc(Sc2ncc(C(F)(F)F)cc2Cl)n1C	13	6	26	6
Cn1nnc2cc(C(=O)NC(C)(C)C)ccc21	-10	-14	7	-14
c1csc(-c2csc3nc(CN4CCOCC4)nc(NCc4ccc5c(c4)OCO5)c23)c1	1	14	-13	14
Fc1ccc(Br)cc1C1C=C(c2ccc(Br)s2)Nc2ncnn21 (centres undefined)	-8	-14	16	-14
CCCc1cc(=O)oc2cc(OCC(=O)Nc3cc(C)on3)ccc12	-10	-5	-49	-5
CCN1C(=O)/C(=c2/s/c(=C3\SC(C)=C(C)N3CC)c(=O)n2CC)N(c2ccccc2)C1=S	17	9	-14	9
c1coc(CNc2nc(-c3ccncc3)cs2)c1	1	19	-7	19
C/C(=C\C(=O)c1cccnc1)Nc1ccc(C(=O)O)cc1	14	8	21	8
CCOc1cc(NC(=O)C2CC2)c(OCC)cc1NC(=O)c1cccnc1	10	0	-11	·
O=C(Oc1csc(=S)n1C(=O)c1ccccc1)c1ccccc1	17	3	15	3

3 of these compounds in another layout:
Results follow in this order: Yeast growth tox | Yeast growth tox inhibition % | Yeast eIF2B | Yeast eIF2B mutant toxicity
CSc1cccc(NC(=O)c2nnn(Cc3ccccc3)c2N)c1
→ -7 | -30 | -24 | -30
O=P(CO)(Cc1ccccc1)Cc1ccccc1
→ -8 | -25 | 19 | -25
Cc1ccc(CN2C(=O)/C(=C3\SC(N4CCOCC4)=NC3=O)c3cc(Br)ccc32)cc1
→ -8 | -3 | 36 | -3

Later entries
SMILES	Yeast growth tox	Yeast growth tox inhibition %	Yeast eIF2B	Yeast eIF2B mutant toxicity
COc1ccc2nc(N3CCCC3)[nH]c2c1	3	-26	3	-26
CC(C)Cc1nnc(NC(=O)CC(=O)Nc2ccccc2C(=O)O)s1	-6	-20	43	-20
Cc1cc(-c2csc(N)n2)c(C)n1C	11	9	16	9
O=C(CSCc1n[nH]c(=O)[nH]1)NCCOc1cccc(Oc2ccccc2)c1	-18	0	·	·
CCS(=O)(=O)N1CCC(C(=O)c2ccc(Cl)cc2)CC1	7	-4	16	-4
Fc1ccccc1N1CCN(c2ncnc3[nH]ncc23)CC1	·	·	-24	·
COc1ccc(CCn2c(=O)[nH]c3cc(C(=O)NCCN4CCOCC4)ccc3c2=O)cc1OC	27	10	·	·
Cn1c(=O)[nH]c(=O)c2c1nc(Br)n2Cc1ccccc1Cl	10	12	9	12
Cc1c(O)ccc2c3c(c(=O)oc12)CCC(C)C3 (centres undefined)	11	-40	22	-40
C=CCn1c(SCc2nc3ccccc3[nH]2)nnc1-c1cccc(OC)c1	-10	-14	-6	-14
CCOc1ccc(C)cc1S(=O)(=O)n1ccnc1	-23	10	-13	10
C/C(=N\OCC(=O)N/N=C/c1ccccc1)c1cccs1	5	12	20	12
Cc1cc(C)cc(OCC(=O)OCCN2C(=O)c3ccccc3C2=O)c1	24	-3	24	-3
CCN(CC)CCSc1nc(O)c(-c2ccccc2)c(=O)[nH]1	14	2	0	2
CCN(CC)C(=O)c1sc2nc(-c3ccncc3)[nH]c(=O)c2c1C	1	-9	-16	-9
CCCC(=O)N1CCN(c2ccc(NC(=O)C(C)(C)C)cc2)CC1	20	-7	-2	-7
O=C(O)CSc1nnc(-c2ccc3c(c2)OCO3)o1	-4	13	·	·
CCc1ccc(OCC(=O)OC2CCS(=O)(=O)C2)cc1 (centres undefined)	1	11	·	·
Cn1nnnc1SCC(=O)NCc1cccc(C(=O)O)c1	18	-12	19	-12
Cc1cccc(NC(=S)NN2CCN(C)CC2)c1C	15	17	·	·
CCOC(=O)c1c(NC(=O)CSc2nnc(C)c(=O)[nH]2)sc2c1CCCC2	26	3	·	·
COc1cccc(C(=O)Nc2ccc(NC(=O)c3ccco3)cn2)c1	-5	14	11	14
Cc1sc2nc(CN3CCOCC3)nc(N3CCC(C(N)=O)CC3)c2c1C	-12	-14	22	-14
CCN1CCCC1CNCc1cc(OC)c(OC)c(OC)c1 (centres undefined)	15	16	9	16
COc1ccc(S(=O)(=O)N(CCc2ccccc2)CC(=O)NC(C)C)cc1	18	5	20	5

Next results
SMILES	Yeast growth tox	Yeast growth tox inhibition %	Yeast eIF2B	Yeast eIF2B mutant toxicity
COc1ccc(OC)c(C(c2nnnn2CC2CCCO2)N2CCN(C)CC2)c1 (centres undefined)	9	21	9	21
COc1ccc(Cl)cc1NC(=O)N1CCN(C2CCCCC2)CC1	11	9	-11	9
COc1ccccc1NC(=O)CN1CCC(C(=O)c2ccc(F)cc2)CC1	17	-10	3	-10
Cc1cc(C(=O)COC(=O)CN(C)S(=O)(=O)c2ccc(Cl)cc2)c(C)n1Cc1cccs1	25	11	20	11
COCCCNC(=O)CNC(=S)N(Cc1ccccc1F)C1CCCCC1	10	-3	-46	-3
Cc1cnc(NC(=O)COc2cccc3c2OC(C)(C)C3)s1	-5	-10	-6	-10
COc1ccc(CCNC(=O)Cn2cnc3c(nnn3Cc3ccc(C)cc3)c2=O)cc1OC	-39	-62	24	-62
Nc1nc(NC(=O)CCCC(=O)O)nn1-c1ccccc1	12	7	12	7
CCOc1ccc(S(=O)(=O)NCc2ccncc2)cc1	26	11	·	·
CCc1cn(S(=O)(=O)c2ccccc2OC)nc1N	6	15	16	15
CCCc1[nH]nc2c1C(c1ccc(OCCN3CCOCC3)c(OC)c1)C(C#N)=C(N)O2 (centres undefined)	16	-12	25	-12
COc1ccc(CNS(=O)(=O)c2ccc(OC)cc2)cc1	-3	-7	9	-7
Cc1c(CN2CCCCC2)c(O)n(CCCO)c(=O)c1C#N	2	5	42	5
COc1cccc(OCc2cc(/C=N/NC(=O)c3nc(Cl)c(Cl)c(N)c3Cl)ccc2OC)c1	-15	-18	·	·
NC(=O)CN1CCCN(S(=O)(=O)c2ccc(Br)cc2)CC1	14	12	14	12
C=CCn1c(SCC(=O)c2ccc(Br)cc2)nnc1C(C)NC(=O)Cc1ccc(OC)cc1 (centres undefined)	2	11	·	·
COc1ccc(S(=O)(=O)N(CC(=O)N2CCN(c3ccccc3)CC2)c2ccccc2)cc1	10	15	19	15
CCCN(CCC)CCCNC(=O)C1c2cc(OC)c(OC)cc2C(=O)N(C)C1c1cccs1 (centres undefined)	7	18	·	·
N#Cc1ccccc1NC(=O)Nc1cccs1	20	9	20	9
CC(C)(C)OC(=O)N1CCN(c2ccc(NC(=O)Cn3nnc(-c4ccccc4)n3)cc2)CC1	7	-12	21	-12
CCOCc1cnc(C)nc1NCC(=O)c1c(C)n(C)c2ccc(OC)cc12	7	-7	-1	-7
CCSc1nc2n(n1)C(c1cccc(F)c1)C1=C(CCCC1=O)N2 (centres undefined)	6	19	12	19
COCCN(C(=O)c1ccco1)C(C(=O)NC1CCCC1)c1cccs1 (centres undefined)	-1	0	·	·
CC(C)CN1C(=O)NC(NC(=O)c2cccs2)(C(F)(F)F)C1=O (centres undefined)	20	15	-20	15
O=C(NCC(c1ccc(F)cc1)N1CCOCC1)c1ccc(Br)o1 (centres undefined)	25	7	-18	7

The results go on.
SMILES	Yeast growth tox	Yeast growth tox inhibition %	Yeast eIF2B	Yeast eIF2B mutant toxicity
CCN(CC(=O)N1CCc2ccccc2C1)S(=O)(=O)c1ccc2ccccc2c1	4	14	·	·
CN(C)c1nc2sc3c(c2c(=O)n1C)CC(C)(C)OC3	0	-10	-4	-10
COc1ccc(-c2noc(N(C)CC(=O)Nc3cccc(C(F)(F)F)c3)n2)cc1	21	0	18	·
CCn1nnnc1SCC(=O)Nc1cc(OC)cc(OC)c1	-11	-15	14	-15
Cc1ccc(N2CN=c3s/c(=C\c4cccnc4)c(=O)n3C2)cc1	-3	0	38	·
O=C(CSc1nnc(-c2cccs2)n1-c1ccccc1)N1CCc2ccccc21	-18	-14	8	-14
CCN(CCCn1c(=S)[nH]c2ncccc2c1=O)c1ccccc1	-8	-17	-6	-17
Cc1ccc(-c2csc(N3CCC(NS(=O)(=O)c4ccc5c(c4)OCCO5)CC3)n2)cc1	3	-18	11	-18
CCOC(=O)CNC(=O)CSc1nc2cccnc2n1Cc1ccccc1	-15	-18	7	-18
C=CCOn1c(C)c(C(C)=O)c2c3no[n+]([O-])c3ccc21	6	7	4	7

Part of the list above in order of molecular weight, falling:
SMILES	Yeast growth tox	Yeast growth tox inhibition %	Yeast eIF2B	Yeast eIF2B mutant toxicity
COc1ccc(-c2noc(N(C)CC(=O)Nc3cccc(C(F)(F)F)c3)n2)cc1	21	0	18	·
CCOC(=O)CNC(=O)CSc1nc2cccnc2n1Cc1ccccc1	-15	-18	7	-18
Cc1ccc(N2CN=c3s/c(=C\c4cccnc4)c(=O)n3C2)cc1	-3	0	38	·
CCn1nnnc1SCC(=O)Nc1cc(OC)cc(OC)c1	-11	-15	14	-15
CN(C)c1nc2sc3c(c2c(=O)n1C)CC(C)(C)OC3	0	-10	-4	-10
C=CCOn1c(C)c(C(C)=O)c2c3no[n+]([O-])c3ccc21	6	7	4	7

An excerpt; rates above refer to the full screens.
